Screening results deposited in PubChem BioAssay by several laboratories.
CRFR2-BP ag: agonists of CRF-BP/CRF-R2 complex, primary screen, cell-based, HEK293, calcium dye fluorescence, uHTS; calcium dye fluorescence (FLIPR); percent of saturating CRF peptide response; activation, % at 13.2 µM; AID 588473, 2011; hit rate 0.46% among 350,000; CRF-binding protein / CRF receptor 2 complex (human);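 active means activation of at least 50%, plus an integration ratio under a set limit after plate pattern correction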;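 further: plate controls were neutral control wells without compound for no effect and CRF at EC100 for full effect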
GalR3 antagonist: GalR3 antagonists in HEK293 cells, primary screen, cell-based, fluorescence readout; HEK293 GalR3-CNG cAMP membrane potential fluorescence; galR3 body fused to GalR1 C-terminus; inhibition, % at 3 µM; AID 651719, 2012; hit rate 0.44% among 360,000;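 active means inhibition above the screen-wide average plus 3 SD, cut at about 13% in these data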;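 further: forskolin and galanin both at EC90 stimulate the cells; cAMP rise reported by CNG channel membrane potential dye signal; 0% = forskolin plus galanin with DMSO and 100% = forskolin alone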
Target sequence (O60755 1-299 limits assumed): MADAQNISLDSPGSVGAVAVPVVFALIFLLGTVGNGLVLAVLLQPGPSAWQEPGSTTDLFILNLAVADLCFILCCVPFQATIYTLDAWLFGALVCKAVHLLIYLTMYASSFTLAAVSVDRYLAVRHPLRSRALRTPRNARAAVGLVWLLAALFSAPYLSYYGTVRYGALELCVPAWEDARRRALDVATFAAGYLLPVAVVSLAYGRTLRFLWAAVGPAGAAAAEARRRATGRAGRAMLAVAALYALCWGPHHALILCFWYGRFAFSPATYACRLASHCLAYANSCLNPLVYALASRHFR
IDE cell activ: human IDE activators in live cells, primary screen, fluorescence polarization, HEK cells, FAbeta-B substrate | Insulin-degrading enzyme (Homo sapiens), P14735 | FAbeta-B cleavage; 0% vehicle, 100% cell-free pure enzyme wells | activation, % at 5.96 µM | hit rate 0.073% among 340,000 | AID 493087, 2011;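 active means activation above the mean of all tested compounds plus 3 SD, set per screening campaign, cut at about 17% in these data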
M4 PAM: human M4 muscarinic receptor positive allosteric modulators, primary screen, CHO-K1 cells, Fluo-8 calcium fluorescence; Muscarinic acetylcholine receptor M4 (Homo sapiens), P08173; activation, % at 3 µM; hit rate 0.4% among 360,000; CHO-K1 hM4/Gqi5, ACh EC20; 0% = ACh EC20, 100% = maximal ACh;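 active means activation above its plate's cutoff, the mean activation of sample wells plus 3 SD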; further: some results filed as inactive read as strong as hits
Target sequence (P08173 whole entry, looked up): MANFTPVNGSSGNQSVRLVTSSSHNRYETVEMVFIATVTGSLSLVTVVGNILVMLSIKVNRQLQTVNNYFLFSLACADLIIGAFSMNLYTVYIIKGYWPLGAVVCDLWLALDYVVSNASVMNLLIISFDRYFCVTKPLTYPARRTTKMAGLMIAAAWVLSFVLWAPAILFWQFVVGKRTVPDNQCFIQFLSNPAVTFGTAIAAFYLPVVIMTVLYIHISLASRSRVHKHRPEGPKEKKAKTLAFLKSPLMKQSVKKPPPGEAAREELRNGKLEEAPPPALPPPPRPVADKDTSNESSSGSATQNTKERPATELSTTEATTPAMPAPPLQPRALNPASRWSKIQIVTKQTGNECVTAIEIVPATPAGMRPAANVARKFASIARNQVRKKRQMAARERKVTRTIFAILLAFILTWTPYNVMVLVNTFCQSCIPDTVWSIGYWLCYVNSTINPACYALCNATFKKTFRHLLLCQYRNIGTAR
MEKK3 PB1 HTS: modulators of MEKK3-MEK5 PB1 binding, primary screen, biochemical, wildtype MEKK3, multiplex bead flow cytometry, Alexa488-MEK5; binding response (% of control), % at 10 µM; Mitogen-activated protein kinase kinase kinase 3 (Homo sapiens), Q99759; hit rate 1.4% among 290,000; bead-based flow cytometry, Alexa488-MEK5 binding to MEKK3; actives lie on both sides; 0 = blocked by unlabeled MEK5, 100 = vehicle;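 active means binding response more than 3 SD above or below the average of its plate-row segment, actives on both sides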;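 further: Alexa488 bead fluorescence after subtracting the streptavidin-only scavenger bead signal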
CRFR2-BP antag: antagonists of CRF-BP/CRF-R2 complex, primary screen, cell-based, HEK293, calcium dye fluorescence, uHTS; CRF-induced calcium fluorescence; inhibition, % at 11.8 µM; hit rate 0.59% among 350,000; AID 588475, 2011;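 active means inhibition of the ligand-induced calcium signal above about 50% at the single tested concentration, limit read from the data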
pCIP destab: p/CIP-EGFP fusion destabilizers, primary screen, fluorescence, F442A cells | Q05BA5 | 16 h | decrease of EGFP signal, % at 10 µM | hit rate 0.01% among 290,000;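 active means EGFP signal decrease of at least 30% at 10 µM or well 3 SD below plate mean, unless failing retest; inactive means the rest, including hits failing retest or dose response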; further: some compounds called inactive have numbers as strong as hits; many of its hits are not listed in these tables
IDE cell inh: human IDE inhibitors in live cells, primary screen, fluorescence polarization, HEK cells, FAbetaB substrate; FAbetaB cleavage; inhibition, % at 5.59 µM; hit rate 0.41% among 320,000;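 active means percent inhibition above the average of all tested compounds plus 3 SD, set per screening campaign, cut at about 16% in these data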;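 further: IDE supplied by intact live HEK cells; FP after avidin binding of uncleaved biotin substrate so inhibition keeps polarization high; 0% = DMSO wells and 100% = 60 µM reference IDE inhibitor Ii1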
PHOSPHO1 inh: PubChem AID 1565 | Phosphoethanolamine/phosphocholine phosphatase (Homo sapiens), Q8TCT1 | recombinant PHOSPHO1, absorbance phosphatase assay | inhibition, % at 13.3 µM | hit rate 1.1% among 290,000; in the data active means inhibition above about 60%
Target sequence (Q8TCT1 whole entry, looked up): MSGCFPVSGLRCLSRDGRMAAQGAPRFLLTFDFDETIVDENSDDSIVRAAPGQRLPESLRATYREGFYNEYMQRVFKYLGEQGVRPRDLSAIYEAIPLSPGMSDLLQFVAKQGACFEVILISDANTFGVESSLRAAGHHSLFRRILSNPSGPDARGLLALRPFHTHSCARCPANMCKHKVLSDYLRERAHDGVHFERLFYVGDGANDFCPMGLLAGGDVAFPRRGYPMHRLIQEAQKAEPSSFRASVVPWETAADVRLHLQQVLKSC
The depositor's hits bear a star; nt = no result given.

SMILES	CRFR2-BP ag	GalR3 antagonist	IDE cell activ	M4 PAM	MEKK3 PB1 HTS	CRFR2-BP antag	pCIP destab	IDE cell inh	PHOSPHO1 inh
COC(=O)C(NC(=O)c1ccco1)(Nc1ccc(Br)cn1)C(F)(F)F (centres undefined)	0.7	-5.9	2.5	5.6	98.0	6.4	-10.8	3.0	-4.1
COc1ccc(S(=O)(=O)Nc2cccc(S(=O)(=O)NC3=NCCC3)c2)cc1[N+](=O)[O-]	5.1	-3.7	0.7	9.9	nt	1.9	nt	10.6	nt
C/C(=N\NC(=O)c1cccc(Cl)c1)C1C(=O)c2ccccc2C1=O	26.2	-7.5	7.4	-4.3	92.0	85.0*	7.4	-0.3	-4.4
CC(C)(C)NC(=O)C(c1ccc(F)cc1)N(Cc1ccco1)C(=O)Cn1nnc(-c2cccs2)n1 (centres undefined)	1.6	-6.3	-0.4	-0.9	97.0	-7.9	-12.8	3.6	-3.5
COc1cc(/C=C2\SC(=O)N(CC(=O)Nc3cccc(C)c3)C2=O)ccc1OC(C)C(=O)O (centres undefined)	0.0	-1.6	-3.3	-7.2	nt	-1.7	nt	-1.5	nt
Cc1ccccc1OCC(=O)Nc1cnn(CCCC(=O)O)c1	-0.2	2.9	-2.1	-1.3	105.0	2.2	-4.9	2.1	18.4
O=c1nc(Nc2ccccc2)oc2ccccc12	0.4	-3.8	0.9	-0.9	101.0	-1.4	-2.7	1.1	37.0
C=C1C2(C(=O)Nc3nccs3)CCC(C2)C1(C)C (centres undefined)	2.7	-0.3	2.7	11.3	99.0	-23.8	10.8	-2.8	7.5
CC(=O)c1c(C)[nH]c(C(=O)N2CCCC(C)C2)c1C (centres undefined)	-0.1	-8.4	2.4	-9.3	106.0	3.6	-11.2	2.2	34.0
CC(N=Cc1cc([N+](=O)[O-])ccc1O)c1ccccc1 (centres undefined)	0.5	-1.4	-1.2	-1.0	123.0	-20.3	-3.2	5.1	-9.7
COC(=O)c1cc(=O)n(Cc2ccc3c(c2)OCO3)c(=Nc2ccccc2)s1	-0.3	nt	7.9	3.0	101.0	7.8	-0.2	1.8	2.0
Cc1ccc(C(=O)N2CCCC2)cc1S(=O)(=O)Nc1cccc(C)c1C	0.0	0.6	6.8	5.6	101.0	14.8	0.2	1.7	32.2
Cn1c(=O)[nH]c(=O)c2c1nc(Br)n2Cc1ccccc1Cl	-2.9	-2.6	-3.7	11.5	74.0	9.1	-7.9	-1.0	13.2
COc1cc(/C=C/C(=O)OCC(=O)NC(=O)NC(C)C)ccc1OCC#N	-2.3	-9.4	-1.3	2.1	104.0	13.1	-8.5	8.5	-6.9
Cc1nc(Nc2ccncc2)c2oc3ccccc3c2n1	2.7	-3.9	5.2	6.0	88.0	-10.7	-13.2	5.8	18.2
CN(C1CCCCC1)S(=O)(=O)c1cc2c3c(c1)CCN3C(=O)CC2	-1.0	-3.8	0.1	5.8	nt	10.9	nt	2.9	nt
Cc1cccc(OCCCC(=O)N2CCCCCC2)c1C	0.4	-8.1	-1.4	-1.8	102.0	3.7	7.3	nt	nt
CCc1ccccc1NC(=O)CN(C)C(=O)CSc1nn(-c2ccccc2)c(=S)s1	1.0	-1.0	-0.5	-2.4	101.0	-1.9	-5.4	0.9	-8.5
COC(=O)c1c(C)[nH]c(C=O)c1-c1ccccc1	0.2	-1.0	nt	-5.4	95.0	12.3	4.4	4.9	-3.6
COc1ccc(CS(=O)(=O)CC2(O)CCN(C(=O)c3cccc(C(F)(F)F)c3)CC2)cc1	1.2	0.8	-5.4	-4.5	111.0	-3.4	-2.0	3.7	20.3
O=C(NC(=S)NCCc1ccccc1)c1cccc(Cl)c1	8.1	1.0	5.2	1.9	102.0	-66.0	-10.4	1.3	18.5
CCc1ccc(N2C(=O)/C(=C/c3cccs3)N(CC(=O)OC)C2=S)cc1	-0.4	-6.2	4.5	3.1	102.0	-12.2	-11.3	0.4	20.1
CCOC(=O)CCCN1CC(O)=C(c2nc(-c3ccc(Cl)cc3)cs2)C1=N	-0.8	-2.0	5.7	-7.4	96.0	9.4	1.8	2.3	-7.7
O=C(NCC(O)c1ccccc1)c1cccc(S(=O)(=O)N2CCOCC2)c1 (centres undefined)	-0.6	-1.7	3.7	8.2	99.0	10.5	-5.2	-7.5	-6.1
CC(=O)C1=C(O)C(=O)N(C2CCCCC2)C1c1ccccc1 (centres undefined)	1.2	-5.2	0.0	-2.4	95.0	4.7	-23.4	-1.0	-22.9
Cc1ccc(C)c(NC(=O)CN(C)C(=O)COc2ccc3ccccc3c2)c1	-1.5	-4.7	-2.4	5.8	nt	14.4	nt	-0.7	nt
CCOC(=O)c1c(C2COc3ccccc3O2)csc1NC(=O)c1ccccc1 (centres undefined)	7.5	-6.3	4.9	-1.5	90.0	-18.8	5.4	0.6	6.4
Cc1cccc(NC(=S)NNC(=O)c2ccc(Br)o2)c1	-1.7	-8.0	1.8	4.0	98.0	5.8	-0.3	0.2	88.3*
Cc1ccc(-c2nnc(SCc3ccc(C#N)cc3)n2Cc2ccco2)cc1	-0.2	-4.1	3.5	-15.8	97.0	5.9	-6.7	-3.7	100.4*
CCC/C=C(\CCC)C(NC(=O)c1ccc(C(=O)OC)cc1)c1ccc(C(=O)OC)cc1 (centres undefined)	0.4	-4.8	nt	nt	103.0	-0.8	nt	1.4	nt
N/C(CSc1ccc(Cl)cc1)=N\NC(=O)c1ccncc1	-0.9	3.3	0.8	-1.1	104.0	8.9	-16.9	4.0	34.2
COc1ccc(C2C=C(c3ccccc3)Nc3nc(NC(C)=O)nn32)cc1 (centres undefined)	nt	nt	nt	nt	98.0	nt	-5.0	-0.3	10.0
Cc1ccc(-n2nc3c(c2NC(=O)c2ccc(Br)o2)CSC3)c(C)c1	2.6	-3.1	7.3	2.7	95.0	34.6	-0.1	0.1	14.1
Cc1ccc(CSCC(=O)N2CCN(c3ccc(F)cc3)CC2)cc1	-1.6	-4.5	-1.9	6.8	87.0	-12.4	7.0	-4.4	25.3
Cc1ccc(C)c(N2CCN(C(=O)c3ccc(N4CCCC4=O)cc3)CC2)c1	-3.0	nt	-7.1	-8.4	96.0	2.2	-2.9	-0.9	22.8
CCN1CCN(CCCNC(=O)c2ccc3c(c2)NC(=O)c2ccccc2S3)CC1	-0.1	-0.6	3.5	-6.2	98.0	8.6	-15.0	-0.5	34.3
Cc1cc2nc(C)n(CCCNC(=O)Nc3cccc4ccccc34)c2cc1C	1.0	-5.2	-0.4	-8.2	97.0	0.2	-11.8	8.4	22.3
CC(OC(=O)c1cc2sccc2n1C)C(=O)NCc1ccco1 (centres undefined)	0.1	-3.7	1.4	4.7	102.0	5.5	-13.1	6.1	8.6
Cc1cc(C)n(-c2nc(NC(C)(C)C)nc(NC(C)(C)C)n2)n1	2.2	-4.9	2.9	-2.9	107.0	13.3	10.0	-3.5	15.4
COc1ccc(OC)c(NC(=O)c2nc(S(=O)(=O)Cc3ccccc3)ncc2Cl)c1	-1.0	-9.8	-4.8	-2.0	101.0	61.8*	-18.8	-5.3	-2.0

3 entries from above, with bars between the fields.
Structure | CRFR2-BP ag | GalR3 antagonist | IDE cell activ | M4 PAM | MEKK3 PB1 HTS | CRFR2-BP antag | pCIP destab | IDE cell inh | PHOSPHO1 inh
Cc1ccc(-c2nnc(SCc3ccc(C#N)cc3)n2Cc2ccco2)cc1 | -0.2 | -4.1 | 3.5 | -15.8 | 97.0 | 5.9 | -6.7 | -3.7 | 100.4*
Cc1ccc(C)c(N2CCN(C(=O)c3ccc(N4CCCC4=O)cc3)CC2)c1 | -3.0 | nt | -7.1 | -8.4 | 96.0 | 2.2 | -2.9 | -0.9 | 22.8
CCC/C=C(\CCC)C(NC(=O)c1ccc(C(=O)OC)cc1)c1ccc(C(=O)OC)cc1 (centres undefined) | 0.4 | -4.8 | nt | nt | 103.0 | -0.8 | nt | 1.4 | nt

(next part)
SMILES	CRFR2-BP ag	GalR3 antagonist	IDE cell activ	M4 PAM	MEKK3 PB1 HTS	CRFR2-BP antag	pCIP destab	IDE cell inh	PHOSPHO1 inh
Cc1ccc2c(c1)nnn2C1CCN(S(=O)(=O)c2ccc(C(=O)NC3CCCC3)cc2)CC1	-2.3	-1.6	-2.4	0.3	99.0	15.9	-8.2	1.9	31.9
O=C(O)/C=C/c1cn(-c2ccccc2)nc1-c1ccccc1	-0.7	-8.8	-0.8	-6.1	104.0	-3.6	7.3	6.9	26.5
Cc1ccc(CSc2nnc(CNc3ccc(F)cc3)o2)cc1	-0.9	-4.2	4.8	-1.3	98.0	-7.6	11.3	6.5	-14.5
O=C1c2ccccc2S(=O)(=O)c2cc(N3CCC4(CC3)OCCO4)ccc21	13.5	3.6	nt	nt	106.0	-11.9	nt	13.0	nt
CSc1n[nH]c(NC(=O)c2c(-c3c(Cl)cccc3Cl)noc2C)n1	0.1	-3.7	-6.1	-7.7	99.0	3.2	2.9	-0.4	36.4
COC(=O)CCc1c(C)c(C(=O)c2cccc(OC)c2OC)c2ccccn12	0.2	-12.8	2.6	4.0	108.0	-7.3	-3.0	2.0	11.4
O=C(CCCCCCCCCCC(=O)NCc1cccnc1)NCc1cccnc1	-2.9	-0.3	7.1	-2.8	101.0	7.7	-10.0	1.7	24.6
CC(C)(C)S(=O)(=O)N1C[C@H]2CC/C=C\C/C=C\2[C@@H]1CCO	0.1	-6.5	nt	3.6	nt	4.8	nt	nt	nt
Cc1cnc(C(=O)OCC(=O)c2ccc(Br)s2)cn1	-0.1	-3.3	1.2	1.2	nt	5.5	nt	-4.1	nt
O=C(COC(=O)c1ccccc1F)Nc1ccc(S(=O)(=O)N2CCOCC2)cc1	4.3	-2.4	-1.1	4.7	nt	0.3	nt	4.9	nt
CC(C)Cc1ccc(CN2CCCC(NC(=O)c3ccoc3)C2)cc1 (centres undefined)	-1.1	-0.6	-4.7	-9.4	102.0	-51.9	-6.4	9.3	42.6
COc1ccc(C)cc1Nc1n[n+](-c2ccccc2)c(-c2cccc(Cl)c2Cl)s1	-0.5	-3.9	-1.3	-5.0	105.0	-5.0	6.4	3.3	35.7
COC(=O)c1ccc(CSc2nc3ccccc3o2)cc1	3.4	-4.6	0.9	3.4	97.0	12.1	-11.0	4.8	7.3
Cc1cccc(N2CCN(S(=O)(=O)c3ccc4c(c3)CCN4C(=O)CCC(=O)O)CC2C)c1 (centres undefined)	0.8	nt	0.2	1.2	109.0	-16.7	-12.2	3.4	10.6
CCC(=O)N1CCc2cc(Br)cc(S(=O)(=O)N3CCCC(C(=O)O)C3)c21 (centres undefined)	0.2	-2.7	4.4	2.2	101.0	14.0	-10.5	1.8	1.2
COc1ccc(CNC(=O)CN2C(=O)NC3(CCCCCCC3)C2=O)cc1	-0.5	-2.0	2.6	3.9	nt	-2.1	nt	4.1	nt
COc1ccc(CN2CCN(Cc3cccc(OC)c3)C(CCO)C2)cc1 (centres undefined)	-1.7	-2.0	4.6	-4.3	104.0	-13.6	-0.8	12.0	26.9
O=C(c1cc2ccccc2oc1=O)N(c1ccc(Cl)cc1)C1C=CS(=O)(=O)C1 (centres undefined)	-4.2	2.9	-1.1	-2.5	90.0	21.4	-11.3	1.7	3.2
